Source: PubChem (National Center for Advancing Translational Sciences (NCATS))
KDM5B inhibitor: blocks human KDM5B histone demethylase activity; KDM5B demethylase, FDH-coupled NADH fluorescence (FDH is formaldehyde dehydrogenase); Potency, µM (series often up to 57.7 µM), for the others: at the top dose activity change, negative = inhibition, most hits filed as inhibitors; hit rate 2.6% among 220,000; AID 1347165; active means well fitted inhibition curve with a large enough effect; inconclusive means small, poorly fitted or top-dose-only effect; inactive means no such curve, though single readings can be large or run the other way; further: 0% is about no effect; nearly all actives have a fitted effect of over 70% in size
Target sequence (Q9UGL1 whole entry, looked up): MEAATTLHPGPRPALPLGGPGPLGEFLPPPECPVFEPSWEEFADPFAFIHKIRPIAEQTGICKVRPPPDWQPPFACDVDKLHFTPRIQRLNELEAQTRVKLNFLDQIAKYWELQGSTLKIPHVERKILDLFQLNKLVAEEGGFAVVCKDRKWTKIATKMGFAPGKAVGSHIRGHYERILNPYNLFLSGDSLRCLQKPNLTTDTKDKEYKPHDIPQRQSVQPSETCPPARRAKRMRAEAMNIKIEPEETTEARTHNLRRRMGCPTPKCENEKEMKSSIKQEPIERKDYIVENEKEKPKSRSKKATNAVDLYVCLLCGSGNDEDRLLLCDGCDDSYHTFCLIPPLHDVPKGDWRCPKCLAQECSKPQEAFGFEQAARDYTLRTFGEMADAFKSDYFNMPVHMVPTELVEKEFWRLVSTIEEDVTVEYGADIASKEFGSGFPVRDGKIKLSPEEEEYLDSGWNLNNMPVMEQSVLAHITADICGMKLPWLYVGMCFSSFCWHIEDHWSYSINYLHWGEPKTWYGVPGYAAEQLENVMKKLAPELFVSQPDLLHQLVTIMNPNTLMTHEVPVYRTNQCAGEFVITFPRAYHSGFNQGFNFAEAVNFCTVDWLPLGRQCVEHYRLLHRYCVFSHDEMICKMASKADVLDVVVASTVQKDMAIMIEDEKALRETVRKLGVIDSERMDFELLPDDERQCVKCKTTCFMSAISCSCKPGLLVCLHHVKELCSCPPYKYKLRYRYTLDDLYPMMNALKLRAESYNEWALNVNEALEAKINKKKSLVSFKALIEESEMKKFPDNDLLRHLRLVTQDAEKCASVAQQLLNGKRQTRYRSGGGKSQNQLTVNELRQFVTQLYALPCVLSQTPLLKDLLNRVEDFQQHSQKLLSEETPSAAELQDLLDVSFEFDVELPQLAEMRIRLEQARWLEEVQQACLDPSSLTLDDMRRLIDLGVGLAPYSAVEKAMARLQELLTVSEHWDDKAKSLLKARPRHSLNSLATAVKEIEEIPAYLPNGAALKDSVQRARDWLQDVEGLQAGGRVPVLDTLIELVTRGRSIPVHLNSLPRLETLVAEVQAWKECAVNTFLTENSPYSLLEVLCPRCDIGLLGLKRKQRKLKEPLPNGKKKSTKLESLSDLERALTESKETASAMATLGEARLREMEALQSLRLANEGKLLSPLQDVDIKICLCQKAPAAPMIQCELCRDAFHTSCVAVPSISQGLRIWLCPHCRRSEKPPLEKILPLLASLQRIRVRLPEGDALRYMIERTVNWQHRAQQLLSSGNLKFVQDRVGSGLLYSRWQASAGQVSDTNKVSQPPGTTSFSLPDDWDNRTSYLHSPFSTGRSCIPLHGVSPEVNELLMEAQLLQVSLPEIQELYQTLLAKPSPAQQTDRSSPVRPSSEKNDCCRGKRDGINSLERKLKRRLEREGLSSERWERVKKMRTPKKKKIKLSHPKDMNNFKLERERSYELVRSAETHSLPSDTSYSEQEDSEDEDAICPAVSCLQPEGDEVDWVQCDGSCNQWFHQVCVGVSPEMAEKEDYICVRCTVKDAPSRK
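Measured: NADH fluorescence change, 30 min, RT. System: KDM5BΔAP 200 nM final, H3K4me3 peptide, α-KG, Fe(II), ascorbate, NAD⁺ plus FDH, pH 7.5 HEPES. Compounds: titrated, 10 min pre-incubation with enzyme.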
* hit, by the source's call; [ ] = another dose, or the depositor's remark. Potency means the concentration at half of the fitted maximal effect. Only part of the results is shown; rates above refer to the full screens.

Start of the data: the first 6 compounds as a preview:
Results for CCCNc1nc(-c2ccc3[nH]c(=O)oc3c2)cs1 ?
KDM5B inhibitor: -23%

What do the screens show for `COc1ncccc1-c1ncc2c(n1)OCCN(Cc1ccccc1)C2=O`?
KDM5B inhibitor: inconclusive

What do the screens show for `O=C(NCC(O)c1ccc(F)cc1F)c1cnccn1` (configuration not stated)?
KDM5B inhibitor: 12%

What do the screens show for `O=[S+]([O-])(c1ccccc1)N1CC2(COCCN(CC3CC3)C2)C1`?
KDM5B inhibitor: -10%[86.2 µM]

How did COc1ccccc1N1CCN(C(=O)C2CCN(S(=O)(=O)c3cccs3)CC2)CC1 do in these assays?
KDM5B inhibitor: -71%

What do the screens show for `CC[C@H]1CN(C(=O)Nc2ccccc2)CC[C@H]1CC(=O)NCc1ccccc1`?
KDM5B inhibitor: -11%[86.2 µM]

The listing, from the start:
Results for CCCNc1nc(-c2ccc3[nH]c(=O)oc3c2)cs1 ?
KDM5B inhibitor: -23%

What do the screens show for `COc1ncccc1-c1ncc2c(n1)OCCN(Cc1ccccc1)C2=O`?
KDM5B inhibitor: inconclusive

What do the screens show for `O=C(NCC(O)c1ccc(F)cc1F)c1cnccn1` (configuration not stated)?
KDM5B inhibitor: 12%

What do the screens show for `O=[S+]([O-])(c1ccccc1)N1CC2(COCCN(CC3CC3)C2)C1`?
KDM5B inhibitor: -10%[86.2 µM]

How did COc1ccccc1N1CCN(C(=O)C2CCN(S(=O)(=O)c3cccs3)CC2)CC1 do in these assays?
KDM5B inhibitor: -71%

What do the screens show for `CC[C@H]1CN(C(=O)Nc2ccccc2)CC[C@H]1CC(=O)NCc1ccccc1`?
KDM5B inhibitor: -11%[86.2 µM]

How did Cc1oc(-c2ccccc2NC(=O)C2CCC2)nc1CNC(=O)Cc1cc(F)cc(F)c1 do in these assays?
KDM5B inhibitor: inconclusive

How did COC(=O)c1c(C)[nH]c(C(=O)C(C)OC(=O)c2ccc(F)cc2)c1C (configuration not stated) do in these assays?
KDM5B inhibitor: 11%

Results for COCCN1C(=O)[C@@H]2C[C@@H](CN2Cc2ccc(Cl)cc2)Oc2ccccc21 ?
KDM5B inhibitor: -10%[86.2 µM]

Results for O=[N+]([O-])c1ccc(C(O)CN2CCN(Cc3ccccc3)CC2)cc1 (configuration not stated) ?
KDM5B inhibitor: 8%

Results for CCN(CC)S(=O)(=O)c1ccc(C(=O)Nc2nn[nH]n2)cc1 ?
KDM5B inhibitor: 14%

How did CC(=O)NCC12CCCC=C1N(C)C(=O)CC2 (configuration not stated) do in these assays?
KDM5B inhibitor: -1%

What do the screens show for `O=C(C1Cn2cccc2C(=O)N1Cc1cccnc1)N1CCN(c2ncccn2)CC1` (configuration not stated)?
KDM5B inhibitor: inconclusive

What do the screens show for `O=C(c1ccccc1)N1CCCC2(C1)Nc1cccnc1NC2=NC1CCCC1` (configuration not stated)?
KDM5B inhibitor: 28µM*

How did O=C(NC1CC1)c1cccc(NS(=O)(=O)c2ccc(C(F)(F)F)cc2)c1 do in these assays?
KDM5B inhibitor: -5%

How did O=C(Cn1nc2c(cc1=O)CCCC2)NCc1ccc(Cl)cc1 do in these assays?
KDM5B inhibitor: inconclusive

Results for CCc1nn(CC(=O)NCCCN(CC(C)C)CC(C)C)c(=O)c2cc3sc(C)cc3n12 ?
KDM5B inhibitor: -5%

Results for Cc1oc(-c2ccccc2)nc1C(=O)NCCCN1CCCC1=O ?
KDM5B inhibitor: 3%

Results for CCCCN(CCCC)CCNC(=O)CN1C(=O)CSc2ccc(S(=O)(=O)N3CCCCC3)cc21 ?
KDM5B inhibitor: 6%

How did CCCOc1ccc(OCC(=O)Nc2ccc3oc(C)nc3c2)cc1 do in these assays?
KDM5B inhibitor: 12%

How did O=C(CCC1CCCC1)N1CCN(CC2CC=CCC2)CC1 (configuration not stated) do in these assays?
KDM5B inhibitor: -36%

Results for Cc1cccc(CNC(=O)C2c3ccccc3CC(=O)N2C(C)C)c1 (configuration not stated) ?
KDM5B inhibitor: 10%

How did O=C(CCn1nc(-c2ccccc2)c2ccccc2c1=O)Nc1ccccc1 do in these assays?
KDM5B inhibitor: 13%[11.5 µM]

Results for Cc1nncn1C1CCN(S(=O)(=O)c2cccs2)CC1 ?
KDM5B inhibitor: 8%

How did O=C(C1CCN(C(=O)N2CC3CC(C2)[C@H]2CCCC(=O)N2C3)CC1)N1CCN(c2ccccn2)CC1 (some centres not stated) do in these assays?
KDM5B inhibitor: 25µM*

How did CCOc1ccc(S(=O)(=O)NCC(c2ccc(N(C)C)cc2)N2CCc3ccccc32)cc1 (configuration not stated) do in these assays?
KDM5B inhibitor: inconclusive

How did COc1ccc(-c2noc(CSCC(=O)Nc3cccc(C(F)(F)F)c3)n2)cc1OC do in these assays?
KDM5B inhibitor: inconclusive

Results for COCCN1C(=O)CS(=O)C12CCN(C(=O)Nc1ccccc1F)CC2 (configuration not stated) ?
KDM5B inhibitor: -4%

How did CC(=O)Nc1ccc(S(=O)(=O)Nc2ccc3c(c2)N(S(C)(=O)=O)CC3)cc1 do in these assays?
KDM5B inhibitor: 14%

What do the screens show for `O=C(O)Cc1sc(Nc2ccccc2Cl)nc1-c1ccccc1`?
KDM5B inhibitor: inconclusive

Results for CC1CCc2nc3ncn(Cc4ccccc4F)c(=O)c3cc2C1 (configuration not stated) ?
KDM5B inhibitor: -15%

What do the screens show for `COC(=O)c1sc2nc(N3CCOCC3)c3c(c2c1N)CCN(C)C3`?
KDM5B inhibitor: inconclusive

How did Nc1cccc(Nc2ccccc2)c1 do in these assays?
KDM5B inhibitor: inconclusive

Results for CCCn1nc(C(=O)NCCC(=O)N2CCCC2)c2ccccc2c1=O ?
KDM5B inhibitor: 15%

Results for COc1ccc(NC(=O)C2CCN(C(=O)c3nnn4c3COC(c3ccc(C)cc3)C4)CC2)cc1 (configuration not stated) ?
KDM5B inhibitor: -18%

What do the screens show for `Cc1cccc(CNC(=O)C(C)C2CCOCC2)c1` (configuration not stated)?
KDM5B inhibitor: 10%

How did COc1cccc2c1Oc1ncccc1N(C(=O)CCC(=O)NC(C)C)C2 do in these assays?
KDM5B inhibitor: 7%

How did CCCN(Cc1ccc(F)cc1)C(=O)c1cnc(-c2ccc(C)cc2)[nH]c1=O do in these assays?
KDM5B inhibitor: -19%

How did COc1ccc([C@@H](NC(=O)c2ccc3nccn3c2)C2CC(O)C2)cn1 (some centres not stated) do in these assays?
KDM5B inhibitor: 20µM*

What do the screens show for `O=C(CS(=O)(=O)c1cccc2nsnc12)NCc1ccc(Cl)cc1`?
KDM5B inhibitor: -10%

Results for Cc1ccc(N2CCC(NC(=O)c3ccc(C#N)cc3)C2=O)cc1C (configuration not stated) ?
KDM5B inhibitor: 11%

Results for CC(=O)Nc1cc(-c2nc3cc(Cl)ccc3o2)ccc1C ?
KDM5B inhibitor: -26%

What do the screens show for `COC(=O)CNC(=O)N1CCCCC1c1nc(CCOc2cccc(C)c2)no1` (configuration not stated)?
KDM5B inhibitor: -13%

What do the screens show for `O=C(CSc1nccn1Cc1ccco1)Nc1cc(C(F)(F)F)ccc1Cl`?
KDM5B inhibitor: -15%

How did Cn1ccnc1CN1C(=O)CO[C@H]2CN(C(=O)c3ccccn3)C[C@H]21 do in these assays?
KDM5B inhibitor: inconclusive

What do the screens show for `CC(=O)Nc1ccc(NC(=O)c2c([N+](=O)[O-])c(C(C)(C)C)nn2C)cc1`?
KDM5B inhibitor: 23%

Results for CCC(Sc1nc2ccncc2[nH]1)C(=O)Nc1ccc(C)cc1 (configuration not stated) ?
KDM5B inhibitor: inconclusive

How did CC(=O)c1cc(CN2CCCCC(N)C2)cs1 (configuration not stated) do in these assays?
KDM5B inhibitor: inconclusive

What do the screens show for `Cc1ccccc1N(C)C(=O)c1cnc(N2CCOCC2)c2ccccc12`?
KDM5B inhibitor: -1%

How did COc1ccc(N(Cc2cccs2)C(=O)c2ccccc2C)cc1 do in these assays?
KDM5B inhibitor: 0%

What do the screens show for `CC(CNC(=O)c1ccc(Nc2nc3ccccc3n3nnnc23)cc1)c1ccccc1` (configuration not stated)?
KDM5B inhibitor: inconclusive

What do the screens show for `CCCCn1c(SCC(=O)NC(C)(C)C)nc2ccccc2c1=O`?
KDM5B inhibitor: 14%

Results for N#CC(C#N)=CNc1nc(-c2ccc3c(c2)CCCC3)cs1 ?
KDM5B inhibitor: -19%

Results for CCc1ccccc1NC(=O)c1cnn(-c2ccc(F)cc2)c1C1CCNCC1 ?
KDM5B inhibitor: -8%

How did COc1ccc(OC)c(-c2cc(C(=O)NCCc3ccccc3)c3c(-c4ccc(C)cc4)[nH]nc3n2)c1 do in these assays?
KDM5B inhibitor: inconclusive

How did O=S(=O)(Cc1ccccc1)N1CCC(Oc2ccc(-c3noc(C4CC4)n3)cc2)C1 (configuration not stated) do in these assays?
KDM5B inhibitor: -23%

How did Cc1cccc(-c2noc(-c3cn(CC(=O)NCc4cccs4)c4nc(C)ccc4c3=O)n2)c1 do in these assays?
KDM5B inhibitor: inconclusive

Results for COC(=O)C1=C(C)N=C2SC=C(CC(=O)Nc3cc(C)cc(C)c3)N2C1c1ccccc1OC (configuration not stated) ?
KDM5B inhibitor: inconclusive

What do the screens show for `COc1ccc(C2Cn3cnc(C(=O)N4CCC(C(=O)Nc5ccccc5)CC4)c3CO2)cc1` (configuration not stated)?
KDM5B inhibitor: 19%

Results for O=C1CCc2cc(S(=O)(=O)NCc3ccccc3)cc3c2N1CCC3 ?
KDM5B inhibitor: 8%

What do the screens show for `O=C(NCCc1noc(-c2cccnc2)n1)NCc1ccccc1`?
KDM5B inhibitor: 1%

What do the screens show for `Oc1ccc(/C=N/N2CCN(c3ccccn3)CC2)cc1`?
KDM5B inhibitor: 5%

How did CCc1ccc(-c2nn(CC(=O)NCc3ccccc3)c3c2cnc2ccc(C)cc23)cc1 do in these assays?
KDM5B inhibitor: -20%

Results for O=C(C1CC(=O)N(c2n[nH]c3cc(Br)ccc23)C1)N1CCSCC1 (configuration not stated) ?
KDM5B inhibitor: 7%

What do the screens show for `CSCCC(=O)N1CCCC1C(=O)Nc1ccccc1Oc1cccnc1` (configuration not stated)?
KDM5B inhibitor: 39%[activator]

What do the screens show for `C[C@@]1(O)CCN(Cc2cnc(NCC(=O)O)nc2)C[C@@H]1O`?
KDM5B inhibitor: 35%

How did CCc1nnc([C@@H]2CC(F)(F)CN2C(=O)CCn2cc(C)cn2)o1 do in these assays?
KDM5B inhibitor: 35%[activator]

Results for O=C(Cc1c[nH]c2ccccc12)OCc1ccccc1Cl ?
KDM5B inhibitor: -15%

Results for COc1ccc2c(C)c(CC(=O)Nc3ccc4c(c3)OCCO4)c(=O)oc2c1C ?
KDM5B inhibitor: -27%

What do the screens show for `O=C(COc1ccccc1)N1CCN2C(=O)N(Cc3ccccc3)C(=O)[C@H]2C1`?
KDM5B inhibitor: -16%[86.2 µM]

How did Cc1ccc(C2Cn3nnc(C(=O)N4CCC(C(=O)NC(C)c5ccc(F)cc5)CC4)c3CO2)cc1 (configuration not stated) do in these assays?
KDM5B inhibitor: 19%

Results for C[C@@H]1C(=O)O[C@H]2[C@H]1CC[C@@]1(C)Cc3sc(Nc4ccc(C(=O)O)cc4)nc3[C@@H](C)[C@H]21 ?
KDM5B inhibitor: 35µM*

Results for Cc1ccc(C)c(N2CCN(C(=O)c3cccn4c(=O)c5ccccc5nc34)CC2)c1 ?
KDM5B inhibitor: -38%

How did O=C(NC1CCCCCC1)C1CCN(c2cn[nH]c(=O)c2)C1 (configuration not stated) do in these assays?
KDM5B inhibitor: 1%

Results for Cn1cnnc1C1CCCN(S(=O)(=O)N2CCCCC2)C1 (configuration not stated) ?
KDM5B inhibitor: 16%

How did O/N=C/c1ccc(Cl)c(Cl)c1 do in these assays?
KDM5B inhibitor: 9%

How did O=C1N[C@@H]2CCN(C(=O)c3ccc(C(F)(F)F)cc3)[C@@H]2C(=O)N1c1ccccc1 do in these assays?
KDM5B inhibitor: 32%[86.2 µM]

Results for O[C@H](COc1cc(F)cc(F)c1)CN1CCC(C(O)(c2ccccc2)c2ccccc2)CC1 ?
KDM5B inhibitor: 5%

Results for COc1cc(NC(=O)c2cc(S(=O)(=O)N3CCc4ccccc43)cn2C)cc(OC)c1 ?
KDM5B inhibitor: -2%

Results for CNc1c(NC(=O)NCC2CCCO2)c(=O)oc2ccccc12 (configuration not stated) ?
KDM5B inhibitor: 6%

How did CCOc1ccccc1CNC(=O)C1CCN(C(=O)c2ncn3c2COC(c2ccccc2)C3)CC1 (configuration not stated) do in these assays?
KDM5B inhibitor: -11%

How did COc1ccc(CNC(=O)Cn2nc(C(=O)O)c3ccccc3c2=O)cc1 do in these assays?
KDM5B inhibitor: 14%

What do the screens show for `O=C(Cn1nc2c(cc1=O)CCCCC2)NCCc1ccco1`?
KDM5B inhibitor: -10%

Results for COc1ccc(CCNC(=S)N2CCC(C(N)=O)CC2)cc1 ?
KDM5B inhibitor: inconclusive

What do the screens show for `CC[C@H]1CN(C(=O)NC(C)C)CC[C@H]1CC(=O)N(C)CCC#N`?
KDM5B inhibitor: 18%[86.2 µM]

Results for COc1ccc(OCC2CCCN(C(=O)c3cn(C4CCCCC4)nn3)C2)cc1 (configuration not stated) ?
KDM5B inhibitor: 37%[activator]

What do the screens show for `O=C(Nc1oc2ccccc2c(=O)c1-c1ccc(F)cc1)c1cccs1`?
KDM5B inhibitor: 0%

4 compounds drawn at random from those above:
How did CCOc1ccccc1CNC(=O)C1CCN(C(=O)c2ncn3c2COC(c2ccccc2)C3)CC1 (configuration not stated) do in these assays?
KDM5B inhibitor: -11%

How did COc1ccc(CNC(=O)Cn2nc(C(=O)O)c3ccccc3c2=O)cc1 do in these assays?
KDM5B inhibitor: 14%

Results for COc1ccc(CCNC(=S)N2CCC(C(N)=O)CC2)cc1 ?
KDM5B inhibitor: inconclusive

What do the screens show for `O=C(Cn1nc2c(cc1=O)CCCCC2)NCCc1ccco1`?
KDM5B inhibitor: -10%
